# MDM2 E3 inh = blocks human Mdm2 ubiquitin ligase activity; signal enhancement, % at 5 µM; Q00987; 210,000 compounds, 0.11% hits; cell-based MDM2 ubiquitination luciferase reporter, 2 h; 0 = plate control, 100 = twice control, blank-subtracted;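 active = signal enhancement of 30% or more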;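 also: luminescence tracks abundance of the self-degrading MDM2-luciferase fusion protein; higher signal means inhibition of MDM2 E3 ligase activity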
# Target sequence (Q00987 whole entry, looked up, the tested form may be a part): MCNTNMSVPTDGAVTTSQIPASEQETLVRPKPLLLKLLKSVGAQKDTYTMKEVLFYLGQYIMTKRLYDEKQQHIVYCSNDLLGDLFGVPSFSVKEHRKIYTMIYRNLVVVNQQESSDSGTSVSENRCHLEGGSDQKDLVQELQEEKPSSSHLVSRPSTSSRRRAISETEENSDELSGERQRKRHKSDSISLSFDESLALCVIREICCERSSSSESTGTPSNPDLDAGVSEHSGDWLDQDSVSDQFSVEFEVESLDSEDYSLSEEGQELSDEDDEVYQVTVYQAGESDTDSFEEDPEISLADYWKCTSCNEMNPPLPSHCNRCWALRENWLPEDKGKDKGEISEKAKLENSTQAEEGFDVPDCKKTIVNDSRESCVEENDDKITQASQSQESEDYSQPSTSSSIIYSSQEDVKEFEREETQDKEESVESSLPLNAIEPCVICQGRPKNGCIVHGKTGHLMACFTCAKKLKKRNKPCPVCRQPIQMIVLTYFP
#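 Material: stable MDM2–luciferase fusion reporter cells / Quantity: 2000 cells/well / Dosing: single 5 µM compound dose, 0.2% final DMSO / Buffer or medium: DMEM / Schedule: 4 h cell settling then 2 h compound exposure, 37 °C / Detection: luminescence with SteadyLite reagent, 15 min at room temperature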
# p47phox inh = p47phox (human) inhibition; 220,000 compounds, 0.53% hits; inhibition, % at 24.7 µM; P14598; p47phox/p22phox peptide binding, fluorescence polarization, 2 h;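 active = inhibition above about 30%, limit read from the data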;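 also: 0% = p47phox with labelled peptide and 100% = labelled peptide alone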
# TNF death inh = TNF-alpha cell death inhibition in Jurkat FADD-/- cells | Jurkat FADD-/- TNF necroptosis rescue, ATP luminescence, 24 h; 0 = TNF only, 100 = no-TNF cells | activation (protection from cell death), % at 10 µM | 220,000 compounds, 0.068% hits;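 active = activation, meaning protection from cell death, of at least 50% relative to plate controls; inactive = activation below 50%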;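 also: necroptosis triggered by 40 ng/mL TNF-alpha added together with compound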
# Runt-SMMHC FRET = inhibitors of human RUNX1 Runt domain binding to CBFb-SMMHC; inhibition, % at 20 µM; Q01196+Q13951; 220,000 compounds, 0.74% hits; Cerulean-Runt/Venus-CBFb-SMMHC FRET ratio 530/480, 1 h;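 active = mean inhibition across duplicate retests at 20 µM reaching about 50%, limit read from the data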;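 also: 0% = DMSO wells and 100% = wells with excess untagged CBFb-SMMHC; inhibitors lower the FRET ratio by blocking Runt binding to CBFb-SMMHC; some results filed as inactive read as strong as hits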
# TRPN1 ag = agonists of zebrafish TRPN1 channel; AID 1424; HEK293 zebrafish TRPN1-YFP, Fluo-8 calcium fluorescence; 100% = response to 87 µM carbachol; 220,000 compounds, 0.18% hits; activation, % at 3 µM;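 active = activation above its plate's cutoff, the mean activation of test wells on that plate plus 3 SD, cut at about 19% in these data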;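 also: 0% = DMSO alone and 100% = 87 µM carbachol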
#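 Material – zebrafish TRPN1-YFP in HEK293 cells · Doses – 3 µM single point · Schedule – dye 1 h 37 °C plus 30 min RT · Signal – Fluo-8 calcium fluorescence, excitation 470-495 nm, emission 515-575 nm · Read-out – % activation versus carbachol response · Control set – carbachol high, DMSO low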
# PPC-1+TRAIL kill = PPC-1 cancer cell killing with TRAIL present; 220,000 compounds, 0.41% hits; cell killing (% activity), % at 4 µM; PPC-1 cells + TRAIL, ATPLite viability luminescence;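 active = cell killing above 50% in the first pass at 4 µM, then a duplicate retest at 5 µM averaging 50% or more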;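 also: plate controls were cells with TRAIL plus DMSO for no effect and medium-only wells lacking cells for full effect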
# CHOP inh = CHOP inhibition in unfolded protein response | CHO-K1 CHOP-promoter luciferase, tunicamycin-induced, 15-18 h | inhibition, % at 10 µM | 220,000 compounds, 3.8% hits | AID 2732;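 active = compounds that reduced the stress-induced luciferase reporter signal by more than about 70% of percent inhibition, limit read from the data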;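 also: 0% = tunicamycin plus vehicle and 100% = wells without tunicamycin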
# TRPML3 ag = agonists of human TRPML3 channel. 220,000 compounds, 0.29% hits. activation, % at 3 µM. Q8TDD5. HEK293 TRPML3-YFP, Fluo-8 calcium fluorescence; 100% = the carbachol control signal;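 active = activation above its plate's cutoff, the mean activation of the plate's test wells plus 3 SD, cut at about 12% in these data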;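 also: 0% = DMSO only wells and 100% = carbachol wells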
# Target sequence (Q8TDD5 whole entry, looked up): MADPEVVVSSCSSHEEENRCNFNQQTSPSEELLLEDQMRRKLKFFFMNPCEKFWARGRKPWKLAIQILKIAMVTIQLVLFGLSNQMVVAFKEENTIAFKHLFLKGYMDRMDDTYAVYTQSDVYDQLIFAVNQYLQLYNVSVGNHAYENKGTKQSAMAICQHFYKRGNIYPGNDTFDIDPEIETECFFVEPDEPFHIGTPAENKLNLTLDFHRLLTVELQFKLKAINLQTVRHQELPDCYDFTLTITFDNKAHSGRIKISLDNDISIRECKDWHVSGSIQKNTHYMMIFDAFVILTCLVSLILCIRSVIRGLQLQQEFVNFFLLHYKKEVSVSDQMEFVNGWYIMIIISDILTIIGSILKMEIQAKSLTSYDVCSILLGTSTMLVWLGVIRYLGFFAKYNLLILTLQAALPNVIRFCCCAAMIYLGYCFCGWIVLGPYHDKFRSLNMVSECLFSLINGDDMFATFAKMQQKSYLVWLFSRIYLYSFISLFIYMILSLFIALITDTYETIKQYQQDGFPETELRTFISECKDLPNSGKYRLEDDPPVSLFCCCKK
#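 system = HEK293 cells stably carrying human TRPML3-YFP | doses = one concentration, 3 µM nominal, 0.3% DMSO | timing = dye loading 1 h 37 °C then 30 min ambient, 125 s read | detection = Fluo-8 calcium dye fluorescence, ex 470-495, em 515-575 nm | benchmarks = high control carbachol 87 µM, low control DMSO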
# EBV gp42 inh = EBV gp42 inhibition. Fluorescence polarization binding assay, mP read-out. 220,000 compounds, 0.42% hits. Q1HVG2. inhibition, % (tested at 21.74 µM); in the data active = inhibition above about 50%
# Numbers without * were called inactive; / = no result given.
SMILES,MDM2 E3 inh,p47phox inh,TNF death inh,Runt-SMMHC FRET,TRPN1 ag,PPC-1+TRAIL kill,CHOP inh,TRPML3 ag,EBV gp42 inh
Cc1cccc(NC(=O)CCSc2nncn2C)c1,7,-6,-1.0,4,-0.3,14,-4,0.2,-8
CCN1CCN(c2ccc([N+](=O)[O-])cc2S(=O)(=O)N2CCOCC2)CC1,1,-7,0.7,3,1.4,-11,3,0.8,-7
Cc1c(-c2nnc(SCC(=O)O)n2-c2ccccc2Br)nnn1-c1ccccc1,-19,-6,1.1,-3,1.5,7,6,0.0,-7
C=CCn1c(=O)c2ccccc2n2c(SCC(=O)Nc3sc(C(=O)N(CC)CC)c(C)c3C(=O)OCC)nnc12,-1,-18,3.8,-1,-1.2,12,37,-0.8,-7
N#CC1(c2ccccc2)CCCN1C(=O)c1ccco1 (centres undefined),-6,-2,-1.1,3,0.9,-3,-7,0.3,-6
Cc1occc1C(=O)NNC(=S)Nc1cccc([N+](=O)[O-])c1,-7,-5,-0.9,2,-0.1,3,8,-0.3,9
N/C(CC(=O)NCCOc1ccccc1)=N\O,-5,-6,-0.3,-5,-0.1,7,-28,0.5,-24
COc1cccc(C(=O)N=c2sc3c(C)ccc(OC)c3n2C)c1,-20,-159,/,-1,/,14,-90,/,-25
Cc1ccc(N2CCN(CC(O)COC3CCCCC3)CC2)cc1 (centres undefined),-9,-6,-0.6,-1,0.7,6,7,0.9,-4
CCCS(=O)(=O)N1CCCC(C(=O)NCCCN(Cc2ccccc2)C(C)C)C1 (centres undefined),-14,-15,-2.4,0,0.2,13,-7,-0.8,-3
CCN1CCN(c2ccc(S(=O)(=O)N3CCCC3)cn2)CC1,-1,-11,0.5,1,1.6,20,4,1.6,-13
O=C(CCc1ccc(S(=O)(=O)N2CCOCC2)cc1)Nc1nc(COc2ccccc2)cs1,-21,0,-12,-2,3.8,9,55,1.8,1
c1ccc(CCc2nn3c(Cc4ccccc4)nnc3s2)cc1,/,-4,-0.1,7,-1.4,3,5,-1.3,-26
O=C(Cn1c2ccccc2c(=O)c2cc([N+](=O)[O-])ccc21)Nc1ccccc1Cl,-6,15,1.9,-134,-2.3,-14,36,0.6,-10
Cc1cccc(N2CCN(C(=O)c3ccc(N4CCCC4=O)cc3)CC2)c1C,-17,0,-7.7,-2,-0.7,19,58,-0.1,-1
CCNS(=O)(=O)c1ccc(CCC(=O)NC2CCCC2)cc1,-5,0,-0.1,3,0.1,15,-6,0.3,2
CC1(C)N=C(C(=O)c2ccccc2)N(O)C1(C)O (centres undefined),-17,-9,2.6,-7,0.2,16,41,-0.2,-8
Cc1ccccc1NC(=O)Cn1c(NCC(C)O)nc2ccccc21 (centres undefined),-13,-21,2.6,-2,-0.1,-4,1,0.4,-24
Cc1cccc(OCCn2cc(/C=N/NC(=O)c3ccncc3)c3ccccc32)c1,7,-31,5.2,-1,-1.0,10,8,0.5,-16
COc1ccc(-n2c(COc3ccc(Cl)cc3)nnc2SCc2ccc(C#N)cc2)cc1,-5,2,5.5,-5,1.8,20,-9,0.4,-7
COc1ccc(C(CCN2CCOCC2)c2c(O)cc(OC)cc2OC)cc1 (centres undefined),6,-11,1.8,4,/,-22,10,/,-27
Cc1ccc(OC/C(O)=C(\C#N)c2nc3ccccc3s2)cc1,8,-11,0.9,0,7.0,32,-1,3.0,-4
O=C(NCC(c1ccco1)N1CCCCC1)C(c1ccccc1)c1ccccc1 (centres undefined),-16,-11,-1.2,-2,-1.6,18,7,-0.2,-6
O=C(CCCC(=O)n1cnc2ccccc21)n1cnc2ccccc21,-15,-11,1.2,1,1.6,28,21,-0.2,-11
CCCCOc1cccc(C(=O)N(Cc2cccs2)C2CCS(=O)(=O)C2)c1 (centres undefined),2,-2,-1.1,-3,-2.4,14,60,-0.9,-25
CCNC(=O)N1C(=O)C2(OCCO2)c2ccccc21,-6,-33,-2.9,0,-0.3,-4,2,0.8,-19
CN(C)S(=O)(=O)c1ccc(Cl)c(NC(=O)COC(=O)CCSc2ccccc2)c1,-9,-17,0.5,1,3.4,0,-4,1.2,-3
O=C(NCc1ccccc1)C1=C[C@@H](C2CC2)C[C@@H](OCCCCO)O1,/,/,1.0,-5,-1.6,15,-1,0.1,-13
CCc1nc(-c2ccccc2)cc(=O)[nH]1,-5,-27,0.5,-2,-1.4,-2,10,-0.1,-18
COc1ccc(CN(C2CCCC2)S(=O)(=O)c2ccc(-n3cnnn3)c(OC)c2)cc1OC,-4,-9,-1.3,-2,-0.8,13,48,1.0,-3
CCOC(=O)C(C)Oc1cccc2c(=O)n(CC(=O)NCc3ccc4c(c3)OCO4)ccc12 (centres undefined),-9,-7,-8.8,-3,1.6,-4,/,0.3,-3
Cc1cccc(N2CCN(C(=O)c3cn(C)c(=O)c4c3c3ccccc3n4C)CC2)c1C,-5,-5,-3.4,-3,0.3,1,40,0.5,-9
CCOC(=O)COc1ccc(C2NC(C(=O)O)CS2)cc1 (centres undefined),-9,-11,-0.1,1,2.3,-16,12,0.2,-16
COc1ccc(NC(=O)CCn2cccc2)cc1,-4,-3,1.3,1,1.3,-6,13,0.3,-14
Cc1ccc(C(C[N+](=O)[O-])c2c(-c3ccccc3O)[nH][nH]c2=O)cc1 (centres undefined),8,-6,-0.3,-2,-1.1,10,11,0.3,15
COc1ccc(COc2cc(-c3cccc(OC)c3)nc3ccc(NC(=O)C(C)C)cc23)cc1,/,-8,-6.1,-5,0.7,11,25,0.2,-18
CN(C)c1nc(SCC#N)nc(N(C)C)n1,-10,-12,-1.6,2,0.8,6,3,-0.7,-22
CCOc1ccc(N(CC(=O)N2CC=C(c3ccccc3)CC2)S(=O)(=O)c2c(C)noc2C)cc1,-8,9,-0.7,2,-1.2,8,52,0.5,5
Cc1ccc([N+](=O)[O-])cc1S(=O)(=O)N1CCCC1,-7,-18,-0.6,0,0.4,5,27,-0.4,4
O=[N+]([O-])c1ccc(O)c(/C=N\N=C2c3ccccc3-c3ccccc32)c1,-12,1,-6.8,-6,-0.2,22,79*,1.2,13

# Part of the list above in a different format:
Molecule	MDM2 E3 inh	p47phox inh	TNF death inh	Runt-SMMHC FRET	TRPN1 ag	PPC-1+TRAIL kill	CHOP inh	TRPML3 ag	EBV gp42 inh
CCNC(=O)N1C(=O)C2(OCCO2)c2ccccc21	-6	-33	-2.9	0	-0.3	-4	2	0.8	-19
CN(C)S(=O)(=O)c1ccc(Cl)c(NC(=O)COC(=O)CCSc2ccccc2)c1	-9	-17	0.5	1	3.4	0	-4	1.2	-3
O=C(NCc1ccccc1)C1=C[C@@H](C2CC2)C[C@@H](OCCCCO)O1	/	/	1.0	-5	-1.6	15	-1	0.1	-13
CCc1nc(-c2ccccc2)cc(=O)[nH]1	-5	-27	0.5	-2	-1.4	-2	10	-0.1	-18

# Next records:
SMILES,MDM2 E3 inh,p47phox inh,TNF death inh,Runt-SMMHC FRET,TRPN1 ag,PPC-1+TRAIL kill,CHOP inh,TRPML3 ag,EBV gp42 inh
CCOc1ccccc1C(=O)NCCC(=O)O,/,7,-0.1,2,0.8,19,12,1.0,-6
O=C(NCC(=O)N(c1ccc2c(c1)OCO2)C(C(=O)NC1CCCC1)c1cccs1)c1ccco1 (centres undefined),4,-9,-5.4,-2,0.9,14,11,0.9,-17
CN(C)c1ccc(N/C=C/C(=O)c2ccc(F)cc2)cc1,-81,-198,-2.8,-24,-1.3,13,27,-0.4,-33
CC(O)CNC(=O)Cc1cc(=O)[nH]c(=O)[nH]1 (centres undefined),/,-4,-0.4,1,1.6,10,11,0.1,-7
Cc1ccc2[nH]c(=O)c(C(c3nnnn3C(C)(C)C)N3CCN(C(=O)c4ccco4)CC3)cc2c1 (centres undefined),-1,-15,-2.8,-29,2.3,12,-3,0.6,-3
Cc1cc2cc(CNC(=O)Cc3ccc([N+](=O)[O-])cc3)ccc2[nH]1,-3,-2,1.8,-4,-1.4,0,-12,-0.6,-18
N#CC(=C=[N-])c1nc2ccccc2nc1-[n+]1cccc(NC(=O)c2ccc(F)cc2)c1,0,21,-4.1,1,-0.2,8,16,1.3,-7
Cc1ccc(NC(=S)NNC(=O)C2CC2c2ccc(C)cc2)cc1 (centres undefined),1,-24,-0.3,4,-1.5,13,25,-0.7,-4
O=C(NCc1ccccn1)C(=O)NCc1ccccn1,-10,-8,1.3,-1,-0.5,4,-10,0.8,-9
O=c1oc2ccc([N+](=O)[O-])cc2c(N2CCOCC2)c1[N+](=O)[O-],16,-6,-0.7,-2,0.5,18,6,-0.2,-22
O=C(c1ccc(-c2ccccc2)cc1)N1CCN(Cc2ccccn2)CC1,-20,-6,-1.4,3,0.7,-8,17,0.2,10
Cc1c(C(=O)N2CCN(Cc3ccc4c(c3)OCO4)CC2)cccc1[N+](=O)[O-],-5,-9,1.2,6,2.5,6,38,1.3,-1
COC(=O)NCc1ccc2c(c1)OCO2,-12,-4,3.3,2,0.6,16,-9,1.0,-3
CCc1ccc(CN(C)C(=O)CCc2nnc(CCc3cccc(OC)c3)o2)nc1,-13,-10,-0.5,-2,1.2,8,7,0.2,-3
COc1ccc(CN2CCN(S(=O)(=O)c3ccc(F)cc3)CC2)cc1OC,-6,-4,0.8,-6,4.0,9,11,2.8,-3
Cc1ccc(-c2nnn(CCC(=O)NC(C)(C)C)n2)cc1,2,6,1.0,-2,-0.2,23,-14,1.1,-7
COc1cc(NS(=O)(=O)c2ccc(NC(=O)COc3ccc(C)cc3C)cc2)nc(OC)n1,-19,-9,0.0,0,-0.9,-14,10,-0.2,-21
Cc1sc2ncn(CC(=O)NCCCC(=O)N3CCN(c4ccccc4)CC3)c(=O)c2c1C,-14,-7,-2.1,42,0.4,9,-7,0.2,-3
CCN(C(=O)[C@@H]1CCCN1C(=O)c1cccs1)c1nc2cc(Cl)ccc2s1,-15,-42,4.6,4,-0.1,-4,2,-0.2,-12
CC(C)CCN(C(=O)CNC(=O)c1ccco1)C(C(=O)NC1CCCCC1)c1ccco1 (centres undefined),-16,-11,-5.4,0,2.6,12,22,1.0,-13
O=C(Nc1cccc(S(=O)(=O)NC2=NCCC2)c1)c1cc(-c2ccco2)nc2ccccc12,1,-6,-1.5,-7,1.4,10,15,0.7,82*
S=C(NCc1ccco1)Nc1ccc(Oc2ccc(Cl)cc2)cc1,2,-5,-6.9,2,1.8,18,24,-0.1,-9
Cc1cccc(NC(=O)NCCc2ccc(Cl)cc2)c1,-3,3,2.0,3,-1.0,25,17,-1.4,-9
CCCCC(=O)NS(=O)(=O)c1ccc(NS(C)(=O)=O)cc1,5,-4,0.6,1,1.9,-2,-4,0.6,-13
CCn1c(COc2ccccc2)nnc1SCC(=O)C(C)(C)C,-20,-2,1.1,-2,-1.1,7,31,0.2,-16

# High-throughput results as filed in PubChem.
